Screens as filed in PubChem.
NPY-Y2 PAM-ag – NPY-Y2 potentiators or agonists, primary screen, cell-based; Neuropeptide Y receptor type 2 (Homo sapiens), P49146; cells expressing NPY-Y2, potentiator/agonist read-out; activation, % at 3.6 µM; hit rate 0.45% among 220,000; in the data active = activation above about 27%;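 also: cells stimulated with NPY near EC25 plus isoproterenol at EC100; 0% = vehicle plus submaximal agonist and 100% = vehicle plus saturating agonist; some results beyond the cut were filed as inactive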
Target sequence (P49146 whole entry, looked up): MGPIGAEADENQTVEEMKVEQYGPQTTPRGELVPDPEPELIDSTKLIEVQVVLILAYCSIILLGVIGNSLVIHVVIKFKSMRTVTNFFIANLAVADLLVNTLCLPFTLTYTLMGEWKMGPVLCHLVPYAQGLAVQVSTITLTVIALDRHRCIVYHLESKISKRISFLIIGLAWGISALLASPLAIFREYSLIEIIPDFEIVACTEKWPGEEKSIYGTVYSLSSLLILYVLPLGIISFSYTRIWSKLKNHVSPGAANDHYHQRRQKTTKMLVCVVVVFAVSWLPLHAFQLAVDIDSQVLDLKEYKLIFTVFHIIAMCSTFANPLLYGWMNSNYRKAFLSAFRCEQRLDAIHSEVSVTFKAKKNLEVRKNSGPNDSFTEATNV
NPY-Y1 PAM-ag – NPY-Y1 receptor potentiators or agonists, primary screen, cell-based; NPY-Y1 expressing cells, potentiator/agonist activation; activation, % at 3.6 µM; hit rate 0.37% among 220,000; AID 1304, 2008; in the data active = activation above about 33%, passing the limit was not always enough;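 also: cells stimulated with NPY at EC10 then isoproterenol at EC100; 0% = low agonist plus stimulus and 100% = saturating agonist plus stimulus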
NPY Y1 blocker – NPY-Y1 receptor antagonists, primary screen, cell-based; Neuropeptide Y receptor type 1 (Homo sapiens), P25929; HEK293-CNG Y1 cells, membrane potential fluorescence; NPY at EC95, then isoproterenol; inhibition, % at 3.6 µM; hit rate 1% among 200,000;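 active = inhibition above the campaign mean inhibition of all tested compounds plus 3 SD, cut at about 20% in these data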;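 also: 0% = DMSO wells given NPY plus isoproterenol and 100% = isoproterenol alone without NPY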
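Material: HEK293 cells co-expressing NPY Y1 receptor and cyclic-nucleotide gated channel. Timing: compound incubation 1 h at room temperature, readout 45 min post-stimulation. Signal: fluorescence, membrane potential probe.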
S1P4 antag – S1P4 receptor antagonists, primary screen, cell-based; S1P4-expressing cells, antagonist mode, reporter read-out; hit rate 0.26% among 220,000; Sphingosine 1-phosphate receptor 4 (Homo sapiens), O95977; inhibition, % at 4.98 µM; AID 1510, 2009; in the data active = inhibition above about 29%;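 also: 0% = wells stimulated with agonist and 100% = vehicle wells without agonist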
CHOP inhibitor – inhibitors of CHOP promoter induction, primary screen, cell-based, unfolded protein response, luciferase reporter | CHO-K1 CHOP-promoter luciferase, tunicamycin-induced, 15-18 h | inhibition, % at 10 µM | hit rate 3.8% among 220,000;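 active = compounds that reduced the stress-induced luciferase reporter signal by more than about 70% of percent inhibition, limit read from the data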;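 also: 0% = tunicamycin plus vehicle and 100% = wells without tunicamycin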
EP2 mod – EP2 receptor modulators, cAMP readout, primary screen, cell-based, HTRF cAMP, PGE2 stimulation | Prostaglandin E2 receptor EP2 subtype (Homo sapiens), P43116 | EP2-expressing cells, cAMP HTRF FRET, PGE2 co-stimulation | induction, % at 25 µM | hit rate 0.83% among 260,000;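 active = compounds whose cAMP rise, as percent of the full-agonist control response, exceeds 60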;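 also: rat C6 glioma line stably carrying human EP2 under a CMV promoter; the protocol text gives 20 µM as final concentration; 100% = response of wells given 1 µM PGE2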
Target sequence (P43116 whole entry, looked up): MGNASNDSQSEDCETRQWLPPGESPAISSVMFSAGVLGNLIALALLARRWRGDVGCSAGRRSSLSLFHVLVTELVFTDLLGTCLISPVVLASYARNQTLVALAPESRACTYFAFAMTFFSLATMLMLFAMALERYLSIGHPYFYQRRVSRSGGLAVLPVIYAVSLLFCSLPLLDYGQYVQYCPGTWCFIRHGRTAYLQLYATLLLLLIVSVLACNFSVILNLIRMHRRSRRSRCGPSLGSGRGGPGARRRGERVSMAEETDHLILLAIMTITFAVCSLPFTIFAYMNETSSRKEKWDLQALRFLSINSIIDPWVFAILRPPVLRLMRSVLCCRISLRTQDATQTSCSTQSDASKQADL
S1P4 ag – S1P4 receptor agonists, primary screen, cell-based | Sphingosine 1-phosphate receptor 4 (Homo sapiens), O95977 | S1P4-expressing cell line, agonist reporter assay | activation, % at 4.98 µM | hit rate 0.35% among 220,000; in the data active = activation above about 11%;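 also: 0% = DMSO vehicle and 100% = reference agonist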
zfTRPN1 agonist – zebrafish TRPN1 channel agonists, primary screen, cell-based, HEK293, calcium fluorescence; HEK293 zebrafish TRPN1-YFP, Fluo-8 calcium fluorescence; 100% = response to 87 µM carbachol; activation, % at 3 µM; hit rate 0.18% among 220,000;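 active = activation above its plate's cutoff, the mean activation of test wells on that plate plus 3 SD, cut at about 19% in these data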;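 also: 0% = DMSO alone and 100% = 87 µM carbachol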
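Material: zebrafish TRPN1-YFP in HEK293 cells; Doses: single test compound dose, 3 µM nominal, 0.3% DMSO; Timing: dye loading 1 h at 37 °C, then 30 min room temperature; Technique: intracellular calcium fluorescence with Fluo-8; Benchmarks: high carbachol 87 µM, low DMSO alone.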
TRPML3 agonist – human TRPML3 channel agonists, primary screen, cell-based, HEK293 TRPML3-YFP, Fluo-8 calcium fluorescence, 3 µM | Mucolipin-3 (Homo sapiens), Q8TDD5 | activation, % at 3 µM | hit rate 0.29% among 220,000 | 100% = the carbachol control signal;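 active = activation above its plate's cutoff, the mean activation of the plate's test wells plus 3 SD, cut at about 12% in these data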;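 also: 0% = DMSO only wells and 100% = carbachol wells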
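Test system: TRPML3-YFP stable HEK293 cells. Doses: single point at 3 µM. Incubation: dye loading 1 h 37 °C then 30 min ambient, 125 s read. Signal: Fluo-8 calcium dye fluorescence, ex 470-495, em 515-575 nm. Measure: percent activation from peak-to-basal fluorescence ratio, scaled between DMSO and carbachol.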
An asterisk follows results filed as active; . = not tested or not shown; & = joins results of further samples. Rows were taken by chance. About 6.5% of those tested had a hit in this group.

SMILES | zfTRPN1 agonist | CHOP inhibitor | S1P4 antag | S1P4 ag | NPY-Y1 PAM-ag | NPY-Y2 PAM-ag | NPY Y1 blocker | EP2 mod | TRPML3 agonist
CCOc1ccccc1C(C(=O)NC1CCCC1)N(Cc1ccco1)C(=O)CNC(=O)c1ccco1 (stereo not drawn) | -1.2 | 2 | 3 | 0.8 | -15 | 1 | 9 | 11 | 0.2
CCN1CCc2nc(NC(=O)c3ccc4c(c3)OCCO4)sc2C1 | 1.4 | -6 | 4 | -0.5 | 5 | 9 | 2 | -3 | 0.9
Cc1ccc2[nH]c3nc(SCCN4CCOCC4)nnc3c2c1 | 1.6 | 7 | -20 | 1.0 | 13 | 10 | 3 | -10 | 0.5
NC(=O)c1ccsc1NC(=O)CSc1nnc(C2CC2)n1Cc1ccccc1 | -0.1 | 21 | -7 | 0.3 | -7 | -2 | 4 | 15 | 0.6
COc1ccc(/C=N/NC(=O)c2ccccc2)cc1OS(=O)(=O)c1ccccc1 | 1.7 | 7 | -17 | -3.5 | -16 | -8 | -1 | -4 | 0.2
CC(C)Cn1c(=O)c2c(c3ccccc31)OC(C)C(=O)N2 (stereo not drawn) | -0.7 | 15 | -12 | 0.3 | -11 | -1 | -2 | 14 | 0.4
COc1ccccc1C(=O)N/C(=C\c1ccc(Br)cc1)C(=O)NCC(=O)O | 0.6 | -6 | -14 | 0.4 | -20 | -6 | 5 | 26 | 0.7
CCS(=O)(=O)N1CCN(Cc2nc3ccccc3c(=O)[nH]2)CC1 | 0.4 | 13 | -8 | 0.1 | -4 | 0 | 1 | -19&1 | 0.8
O=C(O)c1ccccc1-c1nc2ccccc2c(=O)n1O | -0.7 | 29 | -13 | 2.0 | 20 | 10 | 1 | 4 | 1.1
Cc1cccc(NC(=S)N(CCCN2CCOCC2)Cc2ccccn2)c1 | 0.8 | 4 | -12 | -0.2 | -2 | 7 | 2 | 4 | 0.7
CC(=O)OCC1=C(C(=O)O)N2C(=O)C(NC(=O)C(C)Cn3cc(Cl)cn3)C2SC1 (stereo not drawn) | -0.8 | 10 | -4 | -0.1 | -19 | -20 | 0 | 13 | -0.1
CC(=O)NC1=NN(C(C)=O)C2(S1)C(=O)N(CC(C)C)c1ccc(C)cc12 (stereo not drawn) | -0.3 | 13 | -12 | 0.5 | 14 | -10 | . | 1 | 0.8
Cc1ccc(CNc2oc(C)nc2C#N)cc1 | -1.6 | -5 | 6 | 1.0 | -6 | 1 | 4 | -3 | -0.9
CCOC(=O)c1nnn(-c2nonc2N)c1C | 1.7 | 17 | 5 | -0.5 | -9 | -23 | -1 | 12 | 0.5
CC1CC(C)(C)NC(=S)N1CC(=O)N1CCN(Cc2ccccc2)CC1 (stereo not drawn) | 2.2 | 0 | 6 | 1.2 | -3 | -13 | -2 | -14 | 1.5
Cc1c(NC(=O)CN2C(=O)NC3(CCCC3)C2=O)c(=O)n(-c2ccccc2)n1C | 3.8 | -24 | 7 | 1.0 | 19 | 6 | -3 | 33 | 0.7
O=C(NCCc1ccc(Cl)cc1)c1cccnc1 | 0.2 | -19 | 1 | 0.5 | 2 | -2 | 8 | 10 | 0.2
CN(C)S(=O)(=O)N1CCN(C(=O)N(c2ccccc2)c2ccccc2)CC1 | 0.0 | -5 | -21 | -1.8 | 0 | 4 | 0 | 12 | 0.6
O=C(CSc1c(Cl)cccc1Cl)NC1CCCc2ccccc21 (stereo not drawn) | -1.4 | 19 | -11 | 0.4 | -32 | -5 | 8 | -1 | -0.8
O=C(O)CCCNS(=O)(=O)Cc1ccccc1 | 0.0 | 13 | -25 | -0.5 | -2 | 6 | 0 | 5 | 0.2
Cc1ccc(-c2n[nH]c(=S)n2C)cc1 | -0.3 | 36 | -4 | -0.3 | 2 | -14 | -1 | 28 | -0.6
CCCOc1cccc(-c2nnc(N)s2)c1 | -1.2 | 8 | -5 | 0.1 | 18 | 7 | -2 | -15 | -0.9
CC1=C(C(=O)OC(C)C)C(c2cccs2)n2ncnc2N1 (stereo not drawn) | -0.4 | -2 | -27 | -2.1 | 20 | 7 | -2 | 2 | 0.2
CC1CCN(C(=O)COc2ccc(Nc3ccccc3)cc2)CC1 | 0.2 | 15 | 0 | 0.0 | 13 | 19 | 1 | -34 | 0.6
COc1ccc(-c2cc(C#N)nc(N3CCN(C)CC3)n2)cc1 | 0.2 | 10 | 8 | 1.9 | -51 | -6 | -1 | -12 | 1.4
Cc1nnn(-c2nonc2N)c1C(=O)N/N=C/c1ccccc1O | 0.8 | 17 | -3 | 3.1 | -15 | 3 | 2 | -14 | 1.2
CCOc1ccc(NC(=O)c2nn(C)cc2Br)cc1 | 0.8 | -22 | -17 | 1.4 | 4 | 11 | 2 | -17 | 0.0
COC(=O)C1=C(O)/C(=C\c2cc(C)n(-c3ccc(F)cc3)c2C)N=C1C | 0.8 | 6 | -5 | 1.3 | 2 | 3 | -2 | -19 | -0.1
CC(C)c1cc(C(=O)O)c2cnn(C(C)C)c2n1 | -1.3 | 7 | -11 | 2.8 | -3 | -7 | . | 4 | 0.2
Cc1ccc(N(C(=O)Cn2nnc(-c3ccc(F)cc3)n2)C(C(=O)NC(C)(C)C)c2ccncc2)cc1 (stereo not drawn) | 0.6 | 16 | 2 | 0.1 | 8 | -4 | 1 | 41 | 0.2
O=C(CSc1ncccn1)n1c2c(c3ccccc31)CCCC2 | -3.8 | 31 | -3 | 1.8 | -31 | -22 | 7 | 53 | -1.6
COc1ccc(-c2cc(-c3nnc(COC(=O)c4ccc(O)cc4)o3)c3ccccc3n2)cc1OC | 2.4 | 23 | 8 | 0.1 | -8 | 10 | -2 | -22 | 0.7
COc1ccccc1NC(=O)c1cc(Sc2nncn2C)nc2ccccc12 | -0.6 | 2 | 4 | 0.9 | 23 | 11 | 2 | -19 | -1.3
CCOc1cccc(-c2cc(C(=O)N3N=C(C)CC3(O)C(F)F)c3ccccc3n2)c1 (stereo not drawn) | -0.5 | 19 | -37 | 1.3 | 12 | 12 | 1 | -13 | 0.2
O=C(CSc1cccc[n+]1[O-])NC(=O)c1ccc(OC(F)F)cc1 | 1.0 | 14 | -1 | 0.7 | 4 | 18 | 4 | 16 | 1.1
C[N+]1(CC(=O)OCCCc2ccccc2)CCOCC1 | 0.0 | 8 | 1 | -0.3 | 26 | -16 | -3 | -4 | -0.1
Cc1onc(-c2c(Cl)cccc2Cl)c1C(=O)N1CCN(c2ccccc2)CC1 | 0.8 | -12 | 14 | 0.4 | -2 | 13 | 4 | -22 | 2.7
O=C(Nc1c[nH]c(=O)[nH]c1=O)c1ccc2c(c1)C(=O)N(c1cccc([N+](=O)[O-])c1)C2=O | 0.3 | 6 | -10 | -0.4 | 14 | 0 | . | 9 | -0.6
Cc1oc2ccc(OCc3ccc(Cl)cc3)cc2c1C(=O)O | -0.2 | 4 | -10 | 0.6 | -23 | -36 | . | -2 | -0.5
CCc1nc(NCC(C)C)c(C#N)c2c1COC(C)(C)C2 | 0.5 | 108* | 14 | 1.8 | -8 | 38* | -2 | 24 | 0.5
COc1ccc(-c2c(C)oc3c(CN4CCN(C)CC4)c(O)ccc3c2=O)cc1 | 0.0 | 21 | -19 | 0.7 | -3 | 4 | 3 | 10 | 0.3
CCN(CC)c1ccc(/C=C/C(=O)c2cccnc2)cc1 | -1.5 | 12 | 4 | 2.0 | -1 | 7 | 1 | -17 | 0.3
CC(=O)N1N=C(c2ccc(C(C)(C)C)cc2)OC1(C)C | 0.5 | 36 | -12 | -0.4 | 5 | 1 | 3 | 13 | 0.4
CCCOc1ccc(CSc2n[nH]c(C)n2)cc1 | -0.1 | -3 | 0 | -0.8 | 21 | 24 | . | -11 | 0.5
O=C(NCCN1CCN(c2cccc(Cl)c2)CC1)c1ccc(CSc2nc3ccncc3[nH]2)cc1 | -0.9 | 19 | -24 | -0.9 | -5 | -3 | -2 | -85 | 0.2
CCn1ncc(Cl)c1C(=O)Nc1cc(Cl)ccc1Cl | -1.7 | 100* | -14 | -1.0 | -21 | -9 | 14 | 70* | -0.2
CN(C)C(=O)CCc1nc2sc3c(c2c(=O)[nH]1)CCCC3 | 0.6 | 24 | -11 | 0.7 | -4 | -5 | 2 | 2 | 0.9
Cc1cc(NC(=O)c2cccc(S(=O)(=O)N3CC(c4ccccc4)CC3=O)c2)no1 (stereo not drawn) | 2.7 | 8 | -4 | 1.3 | -4 | -9 | -4 | -7 | 0.2
CCc1ccc(-c2nc(C)c(CCO)c(=O)[nH]2)cc1 | 0.6 | 0 | -13 | 3.8 | 6 | 2 | 1 | 2 | 0.9
CCOC(=O)c1cnc2c(cnn2C)c1NCCC(O)C(F)(F)F (stereo not drawn) | 1.3 | -16 | 7 | 0.0 | -4 | 17 | -5 | -13 | -0.4
COc1cccc(NC(=O)Cc2cccs2)c1 | 0.5 | 1 | -9 | 0.7 | -31 | -21 | -6 | -4 | -0.1
CCC(C)NC(=O)C1CCN(S(=O)(=O)c2cccs2)CC1 (stereo not drawn) | 0.5 | 20 | 1 | -0.2 | -8 | -4 | 1 | 6 | 1.0
Cc1ccccc1NC(=O)N1CCCC1C(=O)NCc1cccs1 (stereo not drawn) | 0.7 | 9 | 0 | -0.3 | 2 | 22 | -5 | -14&20 | 1.0
COCCCn1c2nc3ccccc3nc2c2c(=O)n(Cc3ccc(Cl)cc3)cnc21 | 0.1 | 32 | 18 | -2.2 | -13 | 7 | -4 | 12 | 0.8
O=C(Nc1ccc(Cl)cc1)Nc1csc([N+](=O)[O-])c1 | 22* | 76* | 24 | -1.0 | 32 | 15 | . | -34 | 15*
CC1CCN(c2ccc(C(=O)Nc3ccc4c(c3)OCO4)cc2[N+](=O)[O-])CC1 | -0.1 | 18 | -3 | -0.3 | -7 | 0 | -2 | -26 | 0.2
CC(=O)Nc1ccc(S(=O)(=O)N2CCN(C(=O)c3ccccc3F)CC2)cc1 | 0.3 | -21 | -4 | 2.4 | 10 | 17 | -6 | -1 | 1.3
